Source: PubChem BioAssay
HIV peptide binding = inhibitors of HIV fusion peptide binding, primary screen, biochemical, uHTS, fluorescence dequenching (AID 1986); cell-free peptide binding, fluorescence dequenching, 30 min; higher % means a stronger effect; one-dose inhibition, % at 20 µM; IC50 in µM for titrated hits; hit rate 0.3% among 290,000; in the data active = inhibition mostly above about 52%, no sharp cut-off; inactive = mostly below about 76%; note: some results filed as inactive read as strong as hits
LYP phosphatase = PTPN22 lymphoid phosphatase activity blockers – biochemical, fluorescence intensity, uHTS (AID 1779); recombinant LYP phosphatase, fluorescence intensity; higher % means a stronger effect; inhibition, % at 11.5 µM; hits with a dose series show IC50 in µM; hit rate 0.054% among 290,000; in the data active = inhibition above about 50%;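 note: plate controls were vehicle with enzyme for no effect and no enzyme for full effect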
Myeloid diff 2 = promotes myeloid progenitor differentiation; calls only at 10 µM; AID 624256; ER-HoxA9 myeloid progenitors, lysozyme-GFP differentiation, flow cytometry; hit rate 1% among 360,000;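 active = normalized GFP-positive differentiation at or above the plate's own cutoff, the solvent-only control mean plus 3 SD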;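 note: cells exposed to compound for four days before flow analysis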
NTR1 agonist = agonists of NTR1, primary screen, imaging, U2OS cells, beta-arrestin-GFP, high content (AID 493036); NTR1-U2OS beta-arrestin-GFP spot imaging, agonist mode; activation, % at 20 µM; hit rate 0.17% among 330,000;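 active = activation at or above 40% of the spot to cytoplasm intensity ratio, with at least 20 cells analyzed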;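 note: 0% = DMSO without peptide and 100% = 100 nM NTR1 peptide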
Target sequence (P30989 whole entry, looked up): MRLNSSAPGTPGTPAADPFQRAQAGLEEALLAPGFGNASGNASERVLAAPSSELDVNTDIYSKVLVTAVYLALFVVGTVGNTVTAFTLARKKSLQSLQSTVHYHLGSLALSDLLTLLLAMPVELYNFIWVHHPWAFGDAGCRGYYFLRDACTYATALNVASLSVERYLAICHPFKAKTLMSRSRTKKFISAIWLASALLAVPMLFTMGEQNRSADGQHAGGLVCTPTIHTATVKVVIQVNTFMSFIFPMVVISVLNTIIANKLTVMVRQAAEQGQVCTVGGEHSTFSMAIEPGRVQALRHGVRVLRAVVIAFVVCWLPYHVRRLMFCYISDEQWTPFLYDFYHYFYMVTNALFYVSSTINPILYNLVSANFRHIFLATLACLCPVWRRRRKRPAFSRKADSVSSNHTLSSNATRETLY
GPR55 antagonists = inhibition of LPI-stimulated GPR55 beta-arrestin translocation – imaging, U2OS, beta-arrestin-GFP, LPI agonist, primary screen (AID 2013). inhibition, % at 10 µM; hits with a dose series show IC50 in µM. U2OS GPR55 beta-arrestin-GFP translocation imaging, LPI antagonism; higher % means a stronger effect. hit rate 0.13% among 290,000;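 active = spots per cell inhibited over 60%, with over 100 cells counted and total cytoplasm intensity under 500,000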;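 note: U2OS cells stably carrying GPR55 and arrestin-GFP stimulated by 5 µM LPI near EC80; imaged beta-arrestin-GFP aggregate spots per cell after agonist stimulation; plate controls were LPI-stimulated DMSO wells for no effect and DMSO wells without LPI for full effect; some results filed as inactive read as strong as hits; confirmed hits need IC50 under 10 µM and bright autofluorescent wells are also inconclusive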
GPR35 antagonists = inhibition of zaprinast-stimulated GPR35 beta-arrestin translocation – imaging, U2OS, beta-arrestin-GFP, zaprinast agonist, primary screen (AID 2058). hit rate 0.052% among 290,000. one-dose inhibition, % at 10 µM; IC50 in µM for titrated hits. U2OS GPR35 beta-arrestin-GFP translocation imaging, zaprinast antagonism; higher % means a stronger effect;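 active = inhibition of at least 50% with at least 30 cells and total cytoplasm GFP at most 10,000,000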
MgcRacGAP inhibition = MgcRacGAP GTPase-activating activity inhibitors, confirmation, biochemical, ADP Hunter fluorescence. MgcRacGAP-stimulated Rac1 GTP hydrolysis, ADP Hunter fluorescence; higher % means a stronger effect; GST-tagged Rac1 F28L mutant substrate. inhibition, % at 30 µM, or IC50 in µM where a hit was titrated. hit rate 0.6% among 340,000. AID 624330;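 active = first-screen hits whose inhibition reached a set limit at any dose in the follow-up dose series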;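 note: fluorescence reports GDP produced by GAP-driven GTP hydrolysis; strong numbers were not always called active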
Siah-1 displacement = blockers of Siah-1 interaction with plectin peptide – biochemical, fluorescence polarization, rhodamine-plectin, uHTS, primary screen (AID 1817); Siah-1 / rhodamine-plectin peptide fluorescence polarization; higher % means a stronger effect; displacement, % at 20 µM; hits with a dose series show IC50 in µM; hit rate 0.02% among 290,000;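 active = displacement of at least 50% at 20 µM, with a fluorescence ratio check between 0.3 and a set limit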;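 note: plate controls were Siah plus tracer with DMSO for no effect and tracer alone without Siah for full effect; strong numbers were not always called active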
PhoP inhibition = PhoP-dependent GFP reporter repression – Salmonella Typhimurium, primary screen (AID 1863). inhibition, % at 50 µM; hits with a dose series show IC50 in µM. hit rate 0.16% among 300,000. S. Typhimurium PhoP-regulated promoter GFP reporter, 4 h; higher % means a stronger effect;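 active = inhibition over 29.93%, a cutoff 3 SD above the screen mean, later confirmed by dose response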;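 note: 0% = low Mg2+ inducing control and 100% = high Mg2+ repressing control; strong numbers were not always called active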
NTR1 agonist cell count 20 µM = further read-out of NTR1 agonist, marked with its call; cell count; measured here: cell count, cytotoxicity flag
Myeloid diff 2 GFP+ MAC1+ % = also measured in Myeloid diff 2; calls as there; GFP+ MAC1+ double positive, %; measured here: differentiation confirmed by MAC1 staining
* marks the source's active call; other numbers are inactive results; i = inactive; x = not tested or not shown. Compounds as they come; any-hit rate near 2.4%.

SMILES	HIV peptide binding	LYP phosphatase	Myeloid diff 2	Myeloid diff 2 GFP+ MAC1+ %	NTR1 agonist	NTR1 agonist cell count 20 µM	GPR55 antagonists	GPR35 antagonists	MgcRacGAP inhibition	Siah-1 displacement	PhoP inhibition
C/C(CC(=O)Nc1ccccc1C)=N\NC(=O)Cc1csc(N)n1	-0.3%	-4%	i	0.3	-0.5	80	0%	4%	6%	5%	0%
COc1ccc(-n2c(C)cc(C(=O)CN3C(=O)NC4(CCc5ccccc54)C3=O)c2C)cc1 (centres undefined)	4.6%	6%	i	0.4	3.7	37	10%	2%	6%	-2%	19%
O=C1Cc2ccccc2N1c1ccccc1	5.4%	1%	i	0.7	-1.2	86	-18%	0%	6%	0%	-8%
Cc1cc(=O)n(CC(=O)Nc2cc(Cl)ccc2C)c(C(C)C)n1	-0.7%	1%	i	0.8	-0.5	59	6%	14%	13%	5%	2%
COCCN1C=C(C(=O)OC)C(c2ccccc2C(F)(F)F)C(C(=O)OC)=C1	12%	-19%	i	0.0	-0.2	57	18%	8%	8%	5%	3%
Clc1ccc(-c2nc(-c3cc4cc(Cl)ccc4o3)cs2)cc1	-1.3%	-5%	i	0.3	0.7	43	18%	6%	x	0%	-9%
Cc1cccc(C)c1NC(=O)c1cc(S(=O)(=O)N2CCc3ccccc32)cn1C	-0.7%	-7%	i	2.1	0.6	90	2%	14%	14%	0%	x
COc1cc(NS(=O)(=O)c2ccc(NC(=O)COc3ccccc3Cl)cc2)nc(OC)n1	-1.3%	-8%	x	x	-1.4	82	8%	6%	x	1%	-8%
Cc1ccc(NC(=O)CSC2=NN3CCCC(=O)N=C3S2)cc1Cl	0.2%	-7%	i	0.2	-1.3	48	-4%	-13%	6%	6%	10%
Cn1c(=O)c(=O)n(C)c2cc(S(=O)(=O)N3CCN(C4CCCCC4)CC3)ccc21	-1.0%	-3%	i	1.2	1.3	84	4%	3%	10%	-2%	0%
COc1ccc(CC2(CO)CCN(S(=O)(=O)N(C)C)CC2)cc1	-2.0%	-4%	i	0.4	2.9	49	6%	0%	5%	-2%	0%
CC1=C(C#N)C(c2ccc3ncccc3c2)C(C#N)=C(C)N1	2.2%	-6%	x	x	1.6	58	4%	7%	0%	-3%	-8%
CC(=O)c1cc(C(=O)NC2CCCc3c2cnn3-c2cc(C)cc(C)c2)[nH]n1 (centres undefined)	0.5%	-7%	i	0.5	0.9	56	7%	-18%	7%	7%	0%
Cc1ccc(NS(=O)(=O)c2cccs2)cc1S(=O)(=O)N1CCCCCC1	1.8%	1%	i	0.3	0.8	41	12%	4%	-8%	2%	3%
Cc1cccc(OCc2nc(C#N)c(N3CCCC3)o2)c1	0.0%	-4%	i	0.7	3.3	43	-3%	-3%	-3%	-4%	-7%

Five compounds picked at random from the list so far, as already listed:
SMILES	HIV peptide binding	LYP phosphatase	Myeloid diff 2	Myeloid diff 2 GFP+ MAC1+ %	NTR1 agonist	NTR1 agonist cell count 20 µM	GPR55 antagonists	GPR35 antagonists	MgcRacGAP inhibition	Siah-1 displacement	PhoP inhibition
Cc1ccc(NS(=O)(=O)c2cccs2)cc1S(=O)(=O)N1CCCCCC1	1.8%	1%	i	0.3	0.8	41	12%	4%	-8%	2%	3%
Cn1c(=O)c(=O)n(C)c2cc(S(=O)(=O)N3CCN(C4CCCCC4)CC3)ccc21	-1.0%	-3%	i	1.2	1.3	84	4%	3%	10%	-2%	0%
CC1=C(C#N)C(c2ccc3ncccc3c2)C(C#N)=C(C)N1	2.2%	-6%	x	x	1.6	58	4%	7%	0%	-3%	-8%
Cc1cccc(OCc2nc(C#N)c(N3CCCC3)o2)c1	0.0%	-4%	i	0.7	3.3	43	-3%	-3%	-3%	-4%	-7%
COc1ccc(CC2(CO)CCN(S(=O)(=O)N(C)C)CC2)cc1	-2.0%	-4%	i	0.4	2.9	49	6%	0%	5%	-2%	0%

Later entries.
SMILES	HIV peptide binding	LYP phosphatase	Myeloid diff 2	Myeloid diff 2 GFP+ MAC1+ %	NTR1 agonist	NTR1 agonist cell count 20 µM	GPR55 antagonists	GPR35 antagonists	MgcRacGAP inhibition	Siah-1 displacement	PhoP inhibition
CC(C)CCn1nnnc1CN1CCN(c2ccccc2)CC1	-0.4%	4%	i	0.2	-1.8	35	1%	-4%	4%	-1%	-7%
O=C1CCC(C(=O)OCc2ccccc2)N1 (centres undefined)	-3.3%	-6%	i	0.3	-0.2	78	11%	-8%	8%	-3%	4%
Cc1ccc(C(NC(=O)/C=C\c2ccc3c(c2)OCO3)C(=O)Nc2ccc3c(c2)OCO3)cc1 (centres undefined)	-1.0%	3%	i	0.8	2.3	53	-1%	-23%	8%	1%	10%
Cc1cc(=O)oc2cc(OCC(O)CN3CCc4ccccc4C3)ccc12 (centres undefined)	69%	-10%	i	1.4	-1.4	45	5%	-2%	10%	-1%	29%
Cn1cc(S(=O)(=O)Nc2cccc(F)c2)c(=O)n(C)c1=O	0.8%	0%	i	1.9	0.3	105	5%	4%	5%	-1%	0%
CCN(CC)CCOC(=O)C1(c2ccc(OC)c(OC)c2)CCCC1	-4.1%	-8%	i	6.9	0.2	44	2%	-8%	-1%	-4%	3%
CCN(CC)C(=O)CN(c1ccc(C)cc1)S(=O)(=O)c1ccc(SC)cc1	-2.2%	-6%	i	1.0	-0.7	85	15%	10%	3%	1%	-1%
CCN1C(=O)CC(N2CCC(C(=O)N3CCOCC3)CC2)C1=O (centres undefined)	-0.8%	-8%	i	0.5	1.0	57	6%	6%	7%	1%	5%
Cc1ccc(NC(=O)C2C3C=CC(O3)C2C(=O)O)c(C)c1 (centres undefined)	-1.0%	-3%	i	0.7	-1.4	14	11%	20%	13%	1%	-1%
O=C(NNS(=O)(=O)c1ccccc1)Nc1ccc(F)cc1	1.3%	-2%	i	0.0	-0.6	61	11%	6%	-4%	3%	-5%
O=C1CC(C(=O)Nc2ccc(O)c(C(=O)O)c2)C(c2ccccc2)O1 (centres undefined)	10%	-10%	i	4.8	0.4	66	7%	-3%	8%	-1%	-9%
CCS(=O)(=O)c1ccc(O)c(NC(=O)COc2ccc(C)cc2)c1	2.6%	-5%	i	0.3	0.9	42	0%	13%	6%	5%	-8%
CCOC(=O)N1CCC(=NNc2nc3ccccc3s2)CC1	-2.5%	-10%	i	0.4	0.9	54	-14%	-2%	12%	-3%	0%
COc1cc(NC(=O)Cc2ccccc2)ccc1NC(=O)c1ccccc1	2.2%	-5%	i	0.5	1.0	62	7%	4%	20%	3%	9%
COc1ccccc1NS(=O)(=O)c1ccc(NC(=O)N2CCCCC2)cc1	1.0%	-1%	i	0.7	3.5	55	7%	6%	6%	5%	-4%

Record cards, from the list above:
COc1cc(NC(=O)Cc2ccccc2)ccc1NC(=O)c1ccccc1 is entered as HIV peptide binding: 2.2%; LYP phosphatase: -5%; Myeloid diff 2: i; Myeloid diff 2 GFP+ MAC1+ %: 0.5; NTR1 agonist: 1.0; NTR1 agonist cell count 20 µM: 62; GPR55 antagonists: 7%; GPR35 antagonists: 4%; MgcRacGAP inhibition: 20%; Siah-1 displacement: 3%; PhoP inhibition: 9%
CCS(=O)(=O)c1ccc(O)c(NC(=O)COc2ccc(C)cc2)c1 is entered as HIV peptide binding: 2.6%; LYP phosphatase: -5%; Myeloid diff 2: i; Myeloid diff 2 GFP+ MAC1+ %: 0.3; NTR1 agonist: 0.9; NTR1 agonist cell count 20 µM: 42; GPR55 antagonists: 0%; GPR35 antagonists: 13%; MgcRacGAP inhibition: 6%; Siah-1 displacement: 5%; PhoP inhibition: -8%

(more compounds)
SMILES	HIV peptide binding	LYP phosphatase	Myeloid diff 2	Myeloid diff 2 GFP+ MAC1+ %	NTR1 agonist	NTR1 agonist cell count 20 µM	GPR55 antagonists	GPR35 antagonists	MgcRacGAP inhibition	Siah-1 displacement	PhoP inhibition
COc1ccc(S(=O)(=O)CCc2nnc(NC(=O)c3ccc(F)cc3)s2)cc1	0.9%	-11%	i	2.5	0.7	56	1%	1%	1%	4%	7%
CC(=O)c1ccc(OCc2cc(C(=O)NCC3CCCCO3)no2)cc1 (centres undefined)	-2.3%	-4%	i	1.7	-0.6	65	-5%	2%	10%	-8%	13%
O=C(CCN1C(=O)C2C3C=CC(C3)C2C1=O)NCC1CCCO1 (centres undefined)	0.6%	-5%	i	0.5	0.4	51	2%	-15%	3%	2%	-6%
Oc1ccccc1/C=N/NC(=S)NC1CC2CCC1C2 (centres undefined)	-1.3%	-2%	i	0.5	15	50	-1%	20%	-7%	2%	-10%
CC(=O)Nc1ccc([N+](=O)[O-])cn1	0.2%	-5%	i	1.0	0.7	60	3%	-1%	2%	-3%	-12%
Cc1n[nH]c(C)c1CCC(=O)N/N=C/c1cccs1	-1.8%	-6%	i	1.7	-1.0	40	-5%	4%	x	-4%	3%
CCNc1nc(N2CCCC2)nc(N2CCCC2)n1	-2.1%	-2%	i	0.1	1.4	83	20%	12%	1%	-4%	-2%
C=C1C(=O)C=C[C@]2(C)C[C@@H]3OC(=O)[C@](C)(O)[C@H]3C[C@@H]12	0.2%	-5%	x	x	2.7	59	18%	-4%	8%	4%	13%
CC(=O)c1c(N2CCN(C(=O)C3CCCO3)CC2)nc(=S)n(-c2ccccc2)c1C (centres undefined)	3.7%	-1%	i	5.9	0.5	48	5%	-10%	14%	-2%	8%
Nc1nonc1-c1nc2ccccc2n1CC(=O)N/N=C/c1ccc(-c2cccc(C(=O)O)c2)o1	69%	11%	i	0.2	0.2	87	8%	-4%	11%	36%	2%
Cc1ccc(S(=O)(=O)N2CCC(C(=O)Nc3nnc(C45CC6CC(CC(C6)C4)C5)s3)CC2)cc1	-0.6%	5%	x	x	x	x	15%	-11%	x	3%	-1%
COc1ccc(CCNC(=O)COC(=O)C2CCCCC2)cc1	1.1%	0%	i	0.3	0.9	41	1%	-13%	3%	-8%	-12%
COC(=O)c1cn(NC(=O)c2cccc(N(C)C)c2)c(=O)c2ccccc12	1.9%	-1%	i	0.9	-1.1	76	24%	12%	0%	0%	-3%
CCCCCC(=O)NNC(=S)NC(=O)c1cccc([N+](=O)[O-])c1	1.0%	-4%	i	0.2	0.4	46	9%	-2%	20%	0%	7%
COc1ccc(N2CCN(C(=S)Nc3cccc(C)c3C)CC2)cc1	-2.7%	3%	i	7.2	-0.2	42	0%	11%	3%	1%	-5%
CCN(CC)S(=O)(=O)c1cccc(NC(=O)COC(=O)c2n[nH]c(=O)c3ccccc23)c1	0.2%	1%	i	0.2	-0.3	54	4%	10%	4%	2%	6%
